# ATXN2 expr inh – Primary qHTS for Inhibitors of ATXN expression. AID 1745845, 2022. Potency, µM (titrated, usually from 57 µM), for inactives: at the top dose activity change, negative = inhibition, most hits filed as inhibitors. actives 0.72% (n = 360,000). HEK-293 ATXN2-luciferase reporter, luminescence, 24 h; also: potency is read from the fitted curve at half-maximal effect; % is scaled to controls: 0 for no effect and ±100 for the full control effect; nearly all actives have a fitted effect of over 55% in size
#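 ATXN2-luciferase reporter cells (luciferase flanked by upstream and downstream ATXN2 gene portions) were treated 24 h at 37 °C with compounds at up to 57 uM. SteadyGlo luminescence gave expression; GF-AFC fluorescence gave viability.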
# SW480 rerep – A quantitative high throughput screen for small molecules that induce DNA re-replication in SW480 colon adenocarcinoma cells; SW480 DNA re-replication, Hoechst DNA content imaging, 48 h; actives 1.8% (n = 340,000); Potency, µM (doses to about 46.1 µM), for inactives: top-dose re-replication activation, usual class: activators; also: potency is read from the fitted curve at half-maximal effect; % of control where 0% means no effect; nearly all actives have a fitted effect of over 55% in size
#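 Treated cells incubate 48 hr (37 C, 5% CO2), are stained 40 min with Hoechst, and nuclear fluorescence is enumerated; a rise in nuclei with high DNA signal marks re-replication.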
# IL1B secr inh – qHTS for Inhibitors of Inflammasome Signaling: IL-1-beta AlphaLISA Primary Screen. THP-1 LPS/ATP IL-1B secretion, AlphaLISA, 16 h; active compounds read low. activity change, % at 57.5 µM. actives 4.7% (n = 360,000). AID 743279, 2014; in the data active = activity change below about -50%; inconclusive = mostly about -30% to -49%; also: % is scaled to controls: 0 for no effect and ±100 for the full control effect
#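 Secreted IL-1B measured by AlphaLISA bead assay after 16 h compound exposure of THP-1 cells; compounds (final up to 57.5 uM) added 1 h before LPS (250 ng/mL) and ATP (1.25 mM) stimulation; lower signal means less secretion.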
# MCF10A rereplic – A quantitative high throughput screen for small molecules that induce DNA re-replication in MCF 10a normal breast cells; Potency, µM (titrated, usually from 46.1 µM), inactives show top-dose activity, positive = re-replication, usual class: activators; MCF 10A DNA re-replication, Hoechst nuclear intensity, 48 h; actives 2.9% (n = 350,000); also: potency is read from the fitted curve at half-maximal effect; % of control where 0% means no effect; nearly all actives have a fitted effect of over 50% in size
# HT1080-NT tox – qHTS for induction of synthetic lethality in tumor cells producing 2HG: qHTS for the HT-1080-NT fibrosarcoma cell line | HT-1080-NT fibrosarcoma viability, CellTiter-Glo ATP luminescence, 48 h | Potency, µM (top dose mostly 46.1 µM), without a hit: top-dose activity, negative = less viability, hits mostly cytotoxic | actives 1.6% (n = 360,000);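 also: NT is the 2HG producing partner of a matched IDH1 knockdown line; potency is read from the fitted curve at half-maximal effect; 0% = DMSO-treated cells and -100% = media-only wells without cells; nearly all actives have a fitted effect of over 55% in size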
#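 Viability by CellTiter-Glo luminescence after 48 h compound exposure at 37C of HT-1080-NT cells (750/well, RPMI, 5% FBS). % activity scaled between DMSO wells and medium-only wells, then curve-fitted and categorized by curve class.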
# KB-3-1 cytotox – qHTS assay for MDR1-selective chemotherapeutics: Primary screen using the parental adenocarcinoma cell KB-3-1; AID 1347075, 2019; actives 1.4% (n = 400,000); Potency, µM (top dose mostly 46.1 µM), for the others: top-dose activity change, negative = cytotoxic, most hits filed as cytotoxic; KB-3-1 viability, CellTiter-Glo ATP luminescence, 72 h; also: potency is read from the fitted curve at half-maximal effect; % is scaled to controls: 0 for no effect and ±100 for the full control effect; nearly all actives have a fitted effect of over 60% in size
#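 Parental KB-3-1 adenocarcinoma cells in phenol-red-free DMEM with 10% FBS were pin-treated with compounds at several concentrations, incubated 72 h at 37 °C, and viability read by CellTiter-Glo luminescence; concentration-effect curves were fitted after normalization.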
# KB-V1 MDR tox – qHTS assay for MDR1-selective chemotherapeutics: Primary screen using the drug-selected MDR subline cells KB-V1. AID 1347076, 2019. actives 3.4% (n = 400,000). Potency, µM (doses to about 46.1 µM), for the others: top-dose activity change, negative = cytotoxicity, hits mostly cytotoxic. KB-V1 MDR cells viability, CellTiter-Glo, 72 h; also: potency is read from the fitted curve at half-maximal effect; % is scaled to controls: 0 for no effect and ±100 for the full control effect; nearly all actives have a fitted effect of over 60% in size
#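 Following 72 h at 37 degrees C with compound, KB-V1 cell viability was read by CellTiter-Glo luminescence, medium being phenol-red-free DMEM plus 10% FBS; concentration-response parameters came from normalized, curve-fitted qHTS data.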
# HT1080 IDH1KD tx – qHTS for induction of synthetic lethality in tumor cells producing 2HG: qHTS for the HT-1080-IDH1KD cell line. HT-1080 IDH1 knockdown viability, ATP luminescence, 48 h. Potency, µM (titrated, usually from 46.1 µM), for inactives: at the top dose activity, negative = toxicity, most hits filed as cytotoxic. actives 2% (n = 360,000);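 also: potency is read from the fitted curve at half-maximal effect; 0% = DMSO wells and -100% = cell-free medium wells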
#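 Assay cells: HT-1080 with IDH1 knockdown, 750 per well, RPMI/5% FBS. Exposure: 48 h at 37 °C following 2 h pre-incubation. Read: CellTiter-Glo luminescence; fitted concentration-response, curve class assigned.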
# WRN helicase inh – qHTS for Inhibitors of WRN Helicase; WRN helicase unwinding, fluorescent forked duplex, kinetic; actives 0.46% (n = 360,000); Potency, µM (titrated, usually from 114 µM), for inactives: at the highest dose activity change, negative = inhibition, most hits filed as inhibitors; AID 651768, 2012; Bifunctional 3'-5' exonuclease/ATP-dependent helicase WRN (Homo sapiens), Q14191; also: potency is read from the fitted curve at half-maximal effect; % is scaled to controls: 0 for no effect and ±100 for the full control effect; nearly all actives have a fitted effect of over 55% in size
#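 Kinetic red-fluorescence monitoring (525/598 nm) tracks WRN helicase activity after 100 nM fluorophore-quencher forked duplex and 2 mM ATP are added to 20 nM enzyme pretreated 15 min at room temperature with compound.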
# * hit, by the source's call; i = inactive; ? = inconclusive; · = no result given; & = joins results of further samples; [ ] = dose if it differs, or a comment. Unless noted, calls follow the shape of the dose curve; as a rule, active = well fitted curve in the direction sought with a large enough effect; inconclusive = small, poorly fitted or top-dose-only effect, or another doubt; inactive = no such curve, though single readings can be large; an effect the other way counts as inactive or inconclusive.
SMILES,ATXN2 expr inh,SW480 rerep,IL1B secr inh,MCF10A rereplic,HT1080-NT tox,KB-3-1 cytotox,KB-V1 MDR tox,HT1080 IDH1KD tx,WRN helicase inh
CCN(CC)C(=O)C1=C(C)N(CCC2=CCCCC2)C(=O)C(CC(=O)NCCN2CCOCC2)C1 (stereo unspecified),0%,·,14,·,6%,15%,9%,1%,-7%
CCCCc1ccc(N=N/C(C(=O)Nc2ccccc2OC)=C(/C)O)cc1,1%,-2%,0,12%,8%,0%,-12%,7%,0%
N/C(CSc1nc(-c2ccccc2)c(-c2ccccc2)o1)=N\O,-2%,-6%,-8,-5%,-12%,-4%,4%,-9%,-4%
COc1cc(CCCN2C(=O)C(=O)NC[C@@H]2C(C)O)cc(OC)c1OC (stereo partly specified),2%,0%[9.22 µM],1,1%,19%,4%,-4%,6%,-2%
O=C1NCCCC2c3c(cc(Br)c(O)c3Br)OC12N1CCCCC1 (stereo unspecified),-11%,-1%,6,1%,8%,0%,10%,0%,-12%[57.1 µM]
O=C(CN1C(=O)NC2(CCCC2)C1=O)N1CCN(c2ccccc2O)CC1,2%,-12%,-3,-1%,14%,15%,?,16%,?
Cc1cc(C)c(C#N)c(N2CCN(c3ccc(F)cc3)CC2)n1,-6%,-4%,17,?,4%,0%,-46%,-2%,-11%
O=C(NC1=NCCS1)c1cc(-c2cccnc2)nc2ccccc12,-23%,0%,1,-4%,-8%,35%,?,-20%,-2%
Cc1ccccc1-c1nc(CS(=O)(=O)CC(=O)NCCCN2C(C)CCCC2C)c(C)o1 (stereo unspecified),-5%,-1%,-13,-4%,-2%,14%,15%,3%,-9%
CC(C(=O)NCCS(=O)(=O)c1ccc(Cl)cc1)S(=O)(=O)c1ccccc1 (stereo unspecified),-11%,11%,4,1%,-6%,-3%,-6%,-16%,4%
CC(C)CN1C(=O)/C(=C(/C#N)C(=O)NC2CCCCC2)c2ccccc21,0%,?,-3,?,5%,?,?,-22%,2%[57.1 µM]
Nc1nonc1-c1noc(-c2ccccc2Br)n1,14%,2%,7,2%,7%,-27%,?,5%,-2%
COc1ccc(NC(C)=O)cc1NC(C)c1nc2sc(C)c(C)c2c(=O)[nH]1 (stereo unspecified),-8%,2%,0,-6%,-6%,3%,-2%,-3%,0%
Cc1cccc(-n2c(=O)c3ccccc3n3c(=S)[nH]nc23)c1C,-14%,-19%,21,-25%,7%,0%,-2%,3%,-5%
CCCC[n+]1c(C)sc2ccc(C)cc21,-1%,3%,8,16%,-5%,6%,-7%,8%,5%
O=C(CS(=O)(=O)c1ccccc1)NCc1ccc(Cl)cc1,5%,-6%,9,14%,20%,-9%,2%,18%,6%
CCc1ccc(NCCC(=O)c2ccc(Cl)cc2)cc1,6%,?,-22,-13%,0%,1%,-4%,-5%,-2%
c1ccc(-c2nc3cc4ccccc4cc3[nH]2)nc1,-22%,-1%,-95*,9%,?,?,?,?,-16%
CCn1c(SCC(=O)N2CCCCCC2)nc2c([nH]c3ccccc32)c1=O,-17%,3%,i,-18%,-4%,?,-27%,-3%,-6%
O=C(CN1CCN(c2ccccn2)CC1)NCc1cccs1,-10%,-6%,0,-9%,-3%,-3%,-16%,-1%,6%
CCOC(=O)/C(C#N)=C/c1cc2cc(C)c(C)cc2nc1Cl,27%,-4%,-24,-11%,-11%,10%,3%,1%,-12%
COc1ccc(OC)c(NC(=O)c2cc(-c3cc(F)ccc3OCC3CCCO3)n[nH]2)c1 (stereo unspecified),-13%,·,0,·,17%,0%,-2%,12%,-2%
Cc1c(C(=O)N2CCOCC2)c(S(=O)(=O)Nc2ccc(Br)cc2F)c(C)n1C,-1%,-5%,-23,-3%,1%,-1%,-16%,9%,-2%
CC(C)N1C(=O)C2C(c3ccccc3O)NC(C)(C(=O)O)C2C1=O (stereo unspecified),-1%,-9%,2,-3%,5%,22%,25%,4%,3%
COc1cccc(-c2cnc3c(NC(C)=O)cc(-c4ccsc4)cn23)c1,-7%,·,-10,·,-30%,2%,?,-12%,-4%[57.1 µM]
O=C(Nc1cnn(Cc2ccc(F)cc2)c1)C(c1ccccc1)c1ccccc1,-29%,-104%[inhibitor],-6,0%,?,?,5.2µM*,?,-8%
O=C(OCCN(C1=NS(=O)(=O)c2ccccc21)c1ccccc1Cl)c1ccc(Cl)cc1,-30%,7%,14,1%,-16%,-5%,-5%,0%,-3%
O=C1CSC(c2ccccn2)N1c1ccc2ccccc2c1 (stereo unspecified),·,-2%,5,12%,-5%,?,0%,-22%,9%
Cc1cc(C)cc(C(=O)Nc2c3c(nn2C(C)(C)C)CS(=O)(=O)C3)c1,7%,1%,-19,-2%,11%,-5%,-27%,3%,4%
CC(=O)c1ccc2c(c1)C1C=CCC1C(c1ccncc1)N2 (stereo unspecified),23%,-2%,12,-9%,-1%,?,23µM*,-1%,-33%
COc1ccc2c(=O)c(-c3ccccc3)c(C)oc2c1,23%,8%,-23,3%,23%,1%,-6%,12%,-6%
COc1cccc2c(Cl)c(CCCl)c(C)nc12,0%,-31%[inhibitor],-14,12%,1%,-5%,-7%,1%,-5%
CC(C)(C)c1ccc(N=C2SCC(=O)N2Cc2cccs2)cc1,22%,?,·,23µM*,?,-1%,?,?,-7%
CN(CC(=O)Nc1ccccc1C(F)(F)F)CC(=O)N1CCCCCC1,-7%,1%,3,3%,-10%,·,·,10%,-20%
COc1ccc(OC)c(NC(=O)Cn2c(=O)n(CC3CCCO3)c(=O)c3cc(OC)c(OC)cc32)c1 (stereo unspecified),-6%&7%,-1%,-3,-3%,-1%,12%&1%,-5%&0%,-2%,2%
COc1ccc(CNc2ncc(-c3ccc(F)cc3)n2C)c2ccccc12,2µM*,2%,-82*,?,23µM*,-18%,?,?,-1%
CC(=O)C1=C(O)C(=O)N(CCc2c[nH]c3ccccc23)C1c1ccccc1 (stereo unspecified),·,-139%,10,6%,-1%,-4%,2%,3%,3%
c1coc(CNCc2cccs2)c1,12%,2%,12,-13%,12%,10%,12%,16%,5%
Cc1ccc(S(=O)(=O)N(C)C)cc1NC(=O)COC(=O)CN1C(=O)c2ccccc2C1=O,·,-13%,3,3%,1%,8%,22%,7%,1%
COc1ccccc1NC(=O)NCC1(N(C)C)CCCCC1,-22%,-4%,-10,-2%,9%,15%,-6%,3%,0%

# Single records (already shown). Values in the order: ATXN2 expr inh | SW480 rerep | IL1B secr inh | MCF10A rereplic | HT1080-NT tox | KB-3-1 cytotox | KB-V1 MDR tox | HT1080 IDH1KD tx | WRN helicase inh
# Cc1ccc(S(=O)(=O)N(C)C)cc1NC(=O)COC(=O)CN1C(=O)c2ccccc2C1=O is entered as · | -13% | 3 | 3% | 1% | 8% | 22% | 7% | 1%
# CC(=O)C1=C(O)C(=O)N(CCc2c[nH]c3ccccc23)C1c1ccccc1 (stereo unspecified) is entered as · | -139% | 10 | 6% | -1% | -4% | 2% | 3% | 3%
# c1coc(CNCc2cccs2)c1 is entered as 12% | 2% | 12 | -13% | 12% | 10% | 12% | 16% | 5%
# COc1ccc(OC)c(NC(=O)Cn2c(=O)n(CC3CCCO3)c(=O)c3cc(OC)c(OC)cc32)c1 (stereo unspecified) is entered as -6%&7% | -1% | -3 | -3% | -1% | 12%&1% | -5%&0% | -2% | 2%
# CN(CC(=O)Nc1ccccc1C(F)(F)F)CC(=O)N1CCCCCC1 is entered as -7% | 1% | 3 | 3% | -10% | · | · | 10% | -20%

# Continued:
SMILES,ATXN2 expr inh,SW480 rerep,IL1B secr inh,MCF10A rereplic,HT1080-NT tox,KB-3-1 cytotox,KB-V1 MDR tox,HT1080 IDH1KD tx,WRN helicase inh
CC(=O)NNc1ccc(C(F)(F)F)cc1[N+](=O)[O-],-22%,3%,-1,8%,-5%,2%,-2%,0%,-3%
Cc1ccc(S(=O)(=O)N2CCN(C(=O)c3ccc(-n4cncn4)c([N+](=O)[O-])c3)CC2)cc1C,-11%,-1%,-8,9%,1%,-4%,-4%,12%,-8%
COC1=C/C(=C/c2c(N)n3nc(CC(=O)N4CCCCC4)sc3nc2=O)C=CC1=O,5%,-18%,14,0%,13%,11%,2%,11%,-1%
CC(C)(C)N(Cc1ccccc1)C(=O)COC(=O)c1ccc([N+](=O)[O-])o1,-5%,-16%,-29,2%,4%,6%,25%,2%,6%
O=C(N/N=C/c1ccco1)c1cc(-c2cccc3ccccc23)n[nH]1,14%,4%,?,?,2%,20%,0%,-5%,-10%
COc1cc(/C=N/NC(N)=O)cc(Br)c1OCc1ccc(C)cc1,2%,3%,7,2%,-3%,-1%,14%,0%,-4%
COc1cccc(CCOC(=O)c2c(-c3ccsc3)oc3c2C(OC(C)=O)CCC3)c1 (stereo unspecified),11%,·,0,·,-19%,3%,?,-12%,-5%
CCc1ccc2[nH]c(=O)c(CN(CCCN3CCOCC3)C(=O)Nc3ccccc3)cc2c1,2%,8%,0,19%,?,0%,-10%,?,5%
CCOc1cc(C(c2c(C)[nH][nH]c2=O)c2c(C)[nH][nH]c2=O)ccc1OC(=O)c1cccc([N+](=O)[O-])c1,-2%,-10%,-22,-4%,-5%,3%,13%,15%,-4%
